hcDAF-12 act – H. contortus DAF-12 nuclear receptor activators, primary screen, cell-based, luminescence, HEK293, lit1-tk-luc reporter. HEK293 hcDAF-12 lit1-tk-luc reporter; 0% DMSO, 100% Δ7-dafachronic acid. 370,000 tested, 1.4% active. activation, % at 6.8 µM;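 active means activation above the mean of all tested compounds plus 3 SD, cut at about 5.5% in these data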;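 further: 100% = response to 3 µM Δ7-dafachronic acid high control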
DAX1 inh-1 – DAX1 (NR0B1) inhibitors on StAR promoter, primary screen, cell-based, luminescence, SF-1 (NR5A1), full-length DAX-1; HEK293T StAR-luciferase reporter, SF-1/DAX-1 repression relief; inhibition, % at 6.8 µM; 370,000 tested, 1.1% active; AID 652010, 2013;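 active means inhibition above the mean over all tested compounds plus 3 SD, cut at about 3.6% in these data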;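 further: 0% = DAX-1 cells with DMSO and 100% = cells lacking DAX-1 with DMSO; higher inhibition means more luminescence from relief of DAX-1 repression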
GAA850 FXN act – FXN promoter activators, primary screen, cell-based, luciferase luminescence, HEK293 lucGAA850; HEK293 lucGAA850 FXN promoter luciferase reporter, 24 h; percent of 10 µM SAHA response; activation, % at 6 µM; 360,000 tested, 0.56% active;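 active means activation above the average of all compounds screened plus 3 SD, cutoff fixed separately per campaign, cut at about 7.5% in these data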;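 further: 0% = DMSO wells and 100% = 10 µM SAHA wells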
ssDAF12 agonist – S. stercoralis DAF-12 nuclear receptor activators, primary screen, cell-based, luminescence, HEK293, GRIP1 co-expression, lit1-tk-luc | 370,000 tested, 1% active | activation, % at 6.8 µM | HEK293 ssDAF-12/GRIP1 lit1-tk-luc reporter; % of 3 µM dafachronic acid response;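 active means activation above the mean over all tested compounds plus 3 SD, cut at about 0.9% in these data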;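 further: 0% = DMSO-only wells and 100% = 3 µM delta7-dafachronic acid wells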
DAX1 inh-2 – DAX1 (NR0B1) inhibitors, primary screen, cell-based, HEK293, Gal4-DAX1, luciferase luminescence; HEK293 Gal4-DAX1 luciferase reporter; inhibition, % at 6.75 µM; 340,000 tested, 0.99% active; AID 504766, 2011;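 active means inhibition above the mean over all tested compounds plus 3 SD, cut at about 4.2% in these data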;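 further: 0% = DAX1-transfected cells with DMSO and 100% = empty-vector control cells with DMSO; inhibition shows as a rise in luminescence from relieved DAX1 repression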
SMARCA2 activ – SMARCA2 (BRM) function activators, primary screen, cell-based, luminescence, high throughput. 370,000 tested, 1% active. AID 652017, 2013. activation, % at 9.1 µM. MG213 cells, MMTV-luciferase reporter, dexamethasone, overnight; in the data active means activation above about 7.8%;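 further: 0% = vehicle wells and 100% = reference activator wells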
HGIII-sPLA2 inh – human group III sPLA2 inhibitors, primary screen, biochemical, QFRET, BODIPY PC-A2 liposome substrate. Group 3 secretory phospholipase A2 (Homo sapiens), Q9NZ20. AID 743126, 2013. 370,000 tested, 0.56% active. QFRET BODIPY PC-A2 liposome hydrolysis, fluorescence. inhibition, % at 12.2 µM;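 active means inhibition above mean plus 3 SD of compounds lying within the high and low control bounds, cut at about 19% in these data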;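 further: 0% = median of test compound wells and 100% = no enzyme DMSO wells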
Target sequence (Q9NZ20 whole entry, looked up): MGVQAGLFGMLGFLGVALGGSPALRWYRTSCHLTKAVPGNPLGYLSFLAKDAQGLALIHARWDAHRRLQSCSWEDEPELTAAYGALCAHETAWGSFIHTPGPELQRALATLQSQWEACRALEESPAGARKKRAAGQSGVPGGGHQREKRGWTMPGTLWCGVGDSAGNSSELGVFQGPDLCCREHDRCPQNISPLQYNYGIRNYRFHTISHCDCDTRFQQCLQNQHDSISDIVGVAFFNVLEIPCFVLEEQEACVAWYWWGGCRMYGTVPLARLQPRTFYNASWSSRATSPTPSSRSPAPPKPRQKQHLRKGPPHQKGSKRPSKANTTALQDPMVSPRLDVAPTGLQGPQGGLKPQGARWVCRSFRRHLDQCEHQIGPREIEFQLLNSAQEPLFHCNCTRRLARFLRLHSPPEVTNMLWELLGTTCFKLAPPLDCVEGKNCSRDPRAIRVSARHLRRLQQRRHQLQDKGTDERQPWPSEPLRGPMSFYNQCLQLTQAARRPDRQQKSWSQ
NPR1 activator – GC-A stimulated cGMP production enhancers – HEK293 GC-A cells, cGMP TR-FRET, EC30 ANP, primary screen | Atrial natriuretic peptide receptor 1 (Homo sapiens), P16066 | 0% at EC30 ANP, 100% saturating ANP | activation, % at 10 µM | 370,000 tested, 0.14% active | AID 1671463, 2021; in the data active means activation above about 40%
hgDAF-12 ag – H. glycines DAF-12 receptor agonists, primary screen, cell-based, luminescence, HEK293, GAL4 fusion, UAS-luciferase | activation, % at 6.8 µM | 370,000 tested, 1.8% active | Nuclear hormone receptor DAF-12 (Heterodera glycines), GAL4 fusion | HEK293 GAL4-hgDAF12 UAS-luciferase reporter, agonist luminescence; normalized to butyrate control;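 active means activation above a cutoff set at the mean of all screened compounds plus 3 SD, cut at about 10% in these data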;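 further: 0% = DMSO wells and 100% = sodium butyrate wells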
ADAM10 inh – human ADAM10 inhibitors, primary screen, biochemical, QFRET, HTS | Disintegrin and metalloproteinase domain-containing protein 10 (Homo sapiens), O14672 | recombinant ADAM10, EDANS/DABCYL FRET peptide cleavage, 3 h | 370,000 tested, 0.62% active | inhibition, % at 7 µM;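 active means inhibition above a per-campaign cutoff equal to the mean of compounds falling between control-based bounds plus 3 SD, cut at about 20% in these data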;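 further: 0% = DMSO wells while the 100% control is not disclosed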
Target sequence (O14672 214-748 limits assumed): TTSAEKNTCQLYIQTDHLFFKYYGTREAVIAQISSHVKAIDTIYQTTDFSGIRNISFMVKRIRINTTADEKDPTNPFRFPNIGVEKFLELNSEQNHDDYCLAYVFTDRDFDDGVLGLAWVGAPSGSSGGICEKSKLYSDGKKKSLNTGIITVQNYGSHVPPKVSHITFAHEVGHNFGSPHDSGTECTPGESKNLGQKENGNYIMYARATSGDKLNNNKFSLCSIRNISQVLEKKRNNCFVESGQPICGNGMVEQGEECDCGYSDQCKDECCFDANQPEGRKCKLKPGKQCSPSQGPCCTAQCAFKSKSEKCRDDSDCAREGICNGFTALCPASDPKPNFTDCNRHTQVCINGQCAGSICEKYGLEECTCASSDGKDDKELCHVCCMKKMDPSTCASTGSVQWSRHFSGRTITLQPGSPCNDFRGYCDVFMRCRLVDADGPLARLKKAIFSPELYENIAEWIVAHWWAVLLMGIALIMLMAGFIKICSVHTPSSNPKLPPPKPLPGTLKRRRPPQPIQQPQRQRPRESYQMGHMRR
NPR2 activator – human GC-B receptor activators, primary screen, HEK293 GC-B cells, cGMP TR-FRET, EC30 CNP; Atrial natriuretic peptide receptor 2 (Homo sapiens), P20594; 0% at EC30 CNP, 100% saturating CNP; activation, % at 10 µM; 370,000 tested, 0.11% active;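 active means activation at 10 µM reaching about 35% in either raw or pattern-adjusted values, limit read from the data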
* hit, by the source's call; · = no result given.

The line under a structure holds: hcDAF-12 act, DAX1 inh-1, GAA850 FXN act, ssDAF12 agonist, DAX1 inh-2, SMARCA2 activ, HGIII-sPLA2 inh, NPR1 activator, hgDAF-12 ag, ADAM10 inh, NPR2 activator
CCN(CC)CC(=O)Nc1ccccc1SCC(=O)Nc1ccsc1C(=O)OC
 : 1.0, -0.5, 4.4, -1.1, 0.3, -2, -7, -6, 4.3, -6, -6
COc1ccc(-c2nnc(SCC(=O)Nc3ccc(S(=O)(=O)Nc4cc(C)nc(C)n4)cc3)n2-c2ccc(OC)cc2)cc1
 : 0.6, 0.5, ·, -0.7, ·, 10*, -38, -1, 0.3, 8, 5
O=C(Nc1ccc2c(c1)OCO2)C1CCCCC1
 : -0.8, 4.0*, 0.7, -0.6, 0.5, 2, -1, 0, 2.9, -10, 1
CC1(C)Cc2c(c(N3CCOCC3)nc3sc4c(=O)[nH]cnc4c23)CS1
 : 1.1, 0.1, 0.5, -0.3, 0.5, 2, -11, 4, -0.9, -93, 6
COc1ccc(NC(=O)Nc2nnc(N3CCCCC3C)s2)cc1OC (stereo unspecified)
 : -2.1, -0.3, 1.2, -1.4, 1.6, 0, -1, -1, -0.2, 1, 0
COc1ccccc1NS(=O)(=O)c1cccc(NS(=O)(=O)c2ccc(Cl)c(C(=O)O)c2)c1
 : -0.3, 0.3, 0.0, -1.0, 2.0, 2, -25, 3, -4.4, 4, 3
FC(F)(F)c1nc2ccccc2n2c(-c3ccc(Cl)cc3)nnc12
 : 0.0, -0.1, 1.6, -1.0, 0.4, -1, -2, -2, -2.1, -124, 0
Cc1onc(-c2ccccc2)c1C(=O)NN=Cc1cc(Cl)cc(Cl)c1O
 : -2.3, -2.1, ·, -0.2, ·, -4, 22*, 0, -6.7, -217, 1
Cc1ccc(NC(=O)c2nnn(-c3cccc(C(F)(F)F)c3)c2N)cc1
 : -1.7, 0.8, 2.9, -1.9, 0.0, -3, 0, -2, 0.9, 8, 5
O=C(COc1coc(CN2CCc3ccccc3C2)cc1=O)Nc1cccc(Cl)c1
 : -0.6, -4.9, -2.2, -1.3, -2.6, -2, -10, -4, -3.6, -1, 0
O=S(=O)(c1ccccc1)c1nc(-c2ccccc2)oc1NCc1cccnc1
 : -1.2, 0.2, 2.0, -1.5, -1.6, 2, -3, 0, 3.4, -6, 8
C1=C[C@@H]2CCN(Cc3ccccc3)Cc3cccc(c32)C1
 : 2.1, 0.4, -0.3, -0.5, 1.9, 0, 5, 1, 2.9, -111, -2
O=C(COC(=O)COc1ccccc1)Nc1ccc(S(=O)(=O)N2CCOCC2)cc1
 : -0.6, -0.4, 1.7, -1.8, 0.3, 3, -6, 0, -1.5, 1, 0
COc1ccccc1CCNC(=O)c1cc(COc2cccc(C(F)(F)F)c2)on1
 : -3.1, -0.3, -0.2, -0.9, -0.3, -2, -11, 0, 0.2, 14, 1
CCN(CC)CC(O)Cn1c2ccccc2c2ccccc21 (stereo unspecified)
 : -0.3, 0.6, 0.7, -0.8, 0.7, -2, 7, -5, 1.5, -8, -13
Clc1ccccc1-c1nnc2sc(-c3ccco3)nn12
 : 1.5, -2.4, 1.2, -1.4, -0.7, 2, -4, -2, -0.2, 2, -5
CC(C)(Oc1ccc(Cl)cc1)C(=O)NCc1ccco1
 : 0.0, -0.4, 1.0, 0.0, 1.6, -1, 0, -1, -0.1, 3, -4
Cc1ccc(/C(N)=N/OC(=O)CCCc2ccccc2)cc1
 : 1.0, 0.1, -0.2, -0.2, 0.7, 0, 3, 1, -1.2, -1, -4
CC1CCCC(NC(=O)CCNS(=O)(=O)c2ccc(Br)cc2)C1C (stereo unspecified)
 : -1.8, -0.5, 1.0, -2.1, 1.3, -1, -10, -2, -4.4, -11, 5
Cn1cc(P(=S)(N2CCOCC2)N2CCOCC2)cc1P(=O)(N1CCOCC1)N1CCOCC1
 : 0.6, -0.2, -0.1, -1.6, 2.3, -5, 7, 1, 0.6, 2, 4
COCc1cc(C)nc2sc3c(=O)n(Cc4ccco4)nnc3c12
 : -1.4, 0.6, 1.0, -1.6, 0.7, 5, -2, -4, 2.8, -9, -6
COc1ccc(NC(=O)/C(C#N)=C\C=C\c2ccco2)cc1
 : 0.4, -0.8, -4.2, -1.4, 0.8, 0, 3, -1, -2.5, 1, -4
Cc1ccc2c(c1)N(CCCC(=O)N(C)Cc1ccccc1F)C(=O)CO2
 : -0.2, -0.2, ·, -1.4, ·, 7, -2, -8, -0.4, 4, -15
COc1cc2c(c(Br)c1N)-c1cc(Br)c(N)cc1C2=O
 : 6.9*, 2.8, 11*, -0.8, -0.7, 5, 2, -16, 5.1, -2, -10
O=c1o[nH]c(-c2ccccc2)c1C1=NCCCCC1
 : -1.5, -1.0, -0.4, -1.6, -0.8, -3, 6, -3, -0.1, -9, 0
CCCCNCCOCCOc1ccc(C)cc1Br
 : -1.1, 0.8, -1.1, -1.7, -0.7, 0, -3, -8, -1.4, 2, -4
CCOC(=O)c1[nH]c(C)c(/C(O)=C2\C(=O)C(=O)N(CCN(C)C)C2c2cccc(OC)c2OC)c1C (stereo unspecified)
 : -0.8, -0.5, -2.3, -1.2, 1.1, -1, -3, -3, -1.4, -5, -4
COc1ccccc1OCc1cc(C(=O)NCc2ccc(N3CCCC3=O)cc2)no1
 : -2.1, -1.2, 4.7, -0.9, 0.1, -1, -8, 7, 0.6, -4, -1
Cc1nc(-n2[nH]c3c(c2=O)CCCC3)[nH]c(=O)c1Cc1ccccc1
 : -2.9, -1.6, -2.7, -0.9, -1.1, 3, 1, 2, -3.9, -6, 3
O=C(NC(=S)NCC1COc2ccccc2O1)c1ccccc1 (stereo unspecified)
 : 0.3, -0.1, -1.9, -1.7, -0.3, 0, -3, 12, 4.4, 5, 5

Structural class, the compounds so far containing an aryl thioether with sulfur outside any ring.
The line under a structure holds: hcDAF-12 act, DAX1 inh-1, GAA850 FXN act, ssDAF12 agonist, DAX1 inh-2, SMARCA2 activ, HGIII-sPLA2 inh, NPR1 activator, hgDAF-12 ag, ADAM10 inh, NPR2 activator
CCN(CC)CC(=O)Nc1ccccc1SCC(=O)Nc1ccsc1C(=O)OC
 : 1.0, -0.5, 4.4, -1.1, 0.3, -2, -7, -6, 4.3, -6, -6
COc1ccc(-c2nnc(SCC(=O)Nc3ccc(S(=O)(=O)Nc4cc(C)nc(C)n4)cc3)n2-c2ccc(OC)cc2)cc1
 : 0.6, 0.5, ·, -0.7, ·, 10*, -38, -1, 0.3, 8, 5

More structures
The line under a structure holds: hcDAF-12 act, DAX1 inh-1, GAA850 FXN act, ssDAF12 agonist, DAX1 inh-2, SMARCA2 activ, HGIII-sPLA2 inh, NPR1 activator, hgDAF-12 ag, ADAM10 inh, NPR2 activator
O=C(NCCCN1CCOCC1)c1ccc(NS(=O)(=O)c2cccc([N+](=O)[O-])c2)cc1
 : 0.4, -0.1, 0.8, -0.8, 1.4, -1, 12, -2, -1.8, -5, 3
CC1CC(C)CN(C2CCN(Cc3cccnc3)CC2)C1 (stereo unspecified)
 : -0.3, -0.1, 0.3, -0.6, -0.4, 1, 5, 0, 1.2, -2, 4
Cc1nc(CSc2nnc3scc(-c4ccc(Cl)cc4)n23)cs1
 : -0.9, -0.1, 2.8, -1.5, -2.2, -3, -1, -10, -2.6, 4, -9
O=C(CCN1c2ccccc2Sc2ccccc21)OCc1nnc(-c2ccccc2)o1
 : -1.0, -0.3, 1.4, -1.2, 0.1, -2, -21, -5, 0.3, 17, 0
O=C(c1ccc(Cl)cc1)N1CCN(c2ccc(N3CCOCC3)nn2)CC1
 : -1.9, -0.1, 0.6, -1.1, 0.6, 0, 2, -2, -0.1, -441, -2
CC(C)c1ccc(NC2CCCN(C(=O)c3n[nH]c4c3CCC4)C2)cc1 (stereo unspecified)
 : -5.3, -8.5, -2.3, -1.5, -1.5, 1, 9, -5, -5.6, 5, -4
c1cncc(-c2nnc(C3CCCCC3)o2)c1
 : 0.0, -0.4, 5.3, -1.4, 0.6, 4, 5, 8, 1.1, -90, 9
Cc1ccc(Nc2cc(C)nc3ncnn23)cc1
 : -3.0, 0.9, 1.8, -1.1, -0.4, 4, -2, 7, 0.2, 8, 13
O=C1/C(=C/c2ccncc2)CCc2ccccc21
 : -1.0, -0.3, 2.2, -0.8, 0.8, 0, -1, 6, 2.5, 5, -1
CCOC(=O)C1CCCN(CCc2ccccc2)C1 (stereo unspecified)
 : -0.2, -0.5, 1.5, -0.5, -0.6, 1, 0, 0, -1.7, 1, 5
CN(CC(=O)N1CCN(Cc2ccccc2)CC1)S(=O)(=O)c1ccc(Br)cc1
 : -2.2, -3.6, -3.1, -1.7, -0.8, -2, -11, 0, -1.4, 3, 4
Cc1cc(C)cc(CC2CC(=O)N(c3ccc4c(c3)OCCO4)C2=O)c1 (stereo unspecified)
 : -1.9, -0.9, -5.7, -1.1, -0.6, -3, -5, -3, -1.3, 5, -5
O=C(Cn1c(=O)n(CCCCC(=O)NC2CCCC2)c(=O)c2ccccc21)NCCC1=CCCCC1
 : -1.6, 1.0, -2.2, -1.0, 2.0, -1, 4, -5, 0.2, -1, -8
O=C(NC(c1ccccc1)c1ccsc1)C1CCN(Cc2ccccc2)CC1 (stereo unspecified)
 : -1.1, 2.1, -1.6, -0.8, ·, -2, 6, 3, -2.7, -1, 2
CCC(CC)c1nnc(NC(=O)c2c(C)nn(Cc3ccccc3Cl)c2C)s1
 : -0.4, 0.1, -0.8, -1.5, -0.3, 0, -14, 5, -0.5, 4, 8
CCOCCc1nnc(NC(=O)CS(=O)(=O)c2ccc(C)cc2)s1
 : -0.9, -0.2, 0.3, -0.5, 2.2, -5, 7, 3, -1.8, -1, -8
